Screening data from PubChem BioAssay.
SUMO HTRF inh – inhibitors of in vitro SUMOylation cascade, primary screen, biochemical, HTRF, uHTS. HTRF SUMOylation assay, SAE1/SAE2 + UBC9. inhibition, % at 35 µM. hit rate 0.36% among 290,000. AID 2006, 2009; in the data active means inhibition above about 50%, passing the limit was not always enough; further: strong numbers were not always called active
IMP-1 inh – IMP-1 metallo-beta-lactamase inhibitors, primary screen, biochemical, epi-absorbance readout, Pseudomonas aeruginosa enzyme | purified IMP-1, nitrocefin hydrolysis, epi-absorbance fluorescence | inhibition, % at 5.6 µM | metallo-beta-lactamase IMP-1 (Pseudomonas aeruginosa) | hit rate 0.45% among 290,000;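 active means inhibition above the mean plus 3 SD of all compounds in the same screening run, cut at about 4.5% in these data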;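 further: 0% = IMP-1 with DMSO and 100% = DMSO wells lacking enzyme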
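Material – recombinant IMP-1 enzyme, purified · Amount – IMP-1 0.2 nM before substrate addition · Medium – HEPES buffer pH 7.1 with ZnSO4 and Brij 35 · Timing – 25 °C, 15 min preincubation, 25 min reaction · Measured by – plate fluorescence quenching by hydrolysis product, ex 480/em 530 nm · Read-out – percent enzyme inhibition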
IDE act – human IDE activators in live cells, primary screen, fluorescence polarization, HEK cells, FAbeta-B substrate | hit rate 0.073% among 340,000 | FAbeta-B cleavage; 0% vehicle, 100% cell-free pure enzyme wells | activation, % at 5.96 µM;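 active means activation above the mean of all tested compounds plus 3 SD, set per screening campaign, cut at about 17% in these data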
Target sequence (P14735 whole entry, looked up): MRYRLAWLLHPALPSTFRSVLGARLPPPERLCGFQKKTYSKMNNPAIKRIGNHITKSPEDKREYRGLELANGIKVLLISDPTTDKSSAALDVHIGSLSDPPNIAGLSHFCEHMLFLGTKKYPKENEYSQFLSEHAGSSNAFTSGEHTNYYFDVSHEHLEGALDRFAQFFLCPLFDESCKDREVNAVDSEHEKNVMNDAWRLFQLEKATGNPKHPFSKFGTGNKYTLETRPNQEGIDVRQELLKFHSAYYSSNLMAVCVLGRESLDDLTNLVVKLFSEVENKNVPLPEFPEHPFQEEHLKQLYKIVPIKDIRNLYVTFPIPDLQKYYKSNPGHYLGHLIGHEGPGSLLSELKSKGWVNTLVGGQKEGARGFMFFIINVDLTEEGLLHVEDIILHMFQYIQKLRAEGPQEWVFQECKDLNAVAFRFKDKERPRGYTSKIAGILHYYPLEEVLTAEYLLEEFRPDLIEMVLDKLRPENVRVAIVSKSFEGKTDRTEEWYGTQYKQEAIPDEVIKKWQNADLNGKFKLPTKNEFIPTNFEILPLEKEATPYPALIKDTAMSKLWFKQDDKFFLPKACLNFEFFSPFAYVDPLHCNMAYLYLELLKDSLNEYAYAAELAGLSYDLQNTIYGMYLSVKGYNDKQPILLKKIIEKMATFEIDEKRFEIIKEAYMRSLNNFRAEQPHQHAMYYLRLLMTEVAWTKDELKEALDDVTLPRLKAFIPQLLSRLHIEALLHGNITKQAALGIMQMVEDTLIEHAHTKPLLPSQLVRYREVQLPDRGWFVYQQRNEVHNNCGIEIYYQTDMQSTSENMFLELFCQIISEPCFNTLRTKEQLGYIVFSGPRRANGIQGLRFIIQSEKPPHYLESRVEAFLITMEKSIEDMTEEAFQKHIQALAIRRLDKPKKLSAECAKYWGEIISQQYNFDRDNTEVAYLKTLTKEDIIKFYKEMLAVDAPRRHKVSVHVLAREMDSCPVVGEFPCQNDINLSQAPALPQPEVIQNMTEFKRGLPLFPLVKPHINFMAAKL
HCV NS3 hel inh – inhibitors of HCV NS3 helicase, primary screen, biochemical, Cy5 molecular beacon fluorescence; Hepatitis C virus NS3 helicase; NS3 helicase DNA unwinding; inhibition, % at 10.9 µM; hit rate 0.56% among 290,000; AID 1800, 2009;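 active means inhibition above the mean of all tested compounds plus 3 SD, set per campaign, cut at about 35% in these data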;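 further: 0% = DMSO wells and 100% = thioflavine S control wells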
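Compound dosing – single dose, 10.9 µM nominal final, DMSO 0.8% final · System – NS3 helicase fragment of HCV · Buffer or medium – MOPS pH 6.5, MgCl2, DTT, Tween20, BSA · Signal – Cy5 beacon fluorescence read at start and 1 h · Also added – annealed dual-labelled DNA beacon duplex, ATP-started · Schedule – 1 h at 25 °C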
VIM-2 inh – VIM-2 metallo-beta-lactamase inhibitors, primary screen, biochemical, epi-absorbance readout, Pseudomonas aeruginosa enzyme; purified VIM-2, nitrocefin hydrolysis, epi-absorbance fluorescence; inhibition, % at 5.6 µM; hit rate 0.89% among 290,000;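 active means inhibition above the mean of all tested compounds plus 3 SD, cutoff set per screening run, cut at about 7.5% in these data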;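 further: red hydrolysis product quenches plate fluorescence so inhibitors raise well fluorescence; 0% = enzyme with DMSO and 100% = DMSO without enzyme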
IDE inh – human IDE inhibitors in live cells, primary screen, fluorescence polarization, HEK cells, FAbetaB substrate. Insulin-degrading enzyme (Homo sapiens), P14735. FAbetaB cleavage. inhibition, % at 5.59 µM. hit rate 0.41% among 320,000;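 active means percent inhibition above the average of all tested compounds plus 3 SD, set per screening campaign, cut at about 16% in these data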;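 further: IDE supplied by intact live HEK cells; FP after avidin binding of uncleaved biotin substrate so inhibition keeps polarization high; 0% = DMSO wells and 100% = 60 µM reference IDE inhibitor Ii1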
FID counter – compounds displacing fluorescent DNA intercalator, primary screen, artefact control for HCV NS3 helicase inhibitor project, biochemical, FID fluorescence | DNA fluorescent intercalator displacement | inhibition, % at 7.9 µM | hit rate 0.17% among 290,000; in the data active means inhibition above about 37%;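 further: 0% = vehicle and 100% = reference compound; higher means more ethidium bromide displaced from hairpin DNA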
M18AAP inhibitor – PfM18AAP inhibitors, malaria aminopeptidase, primary screen, biochemical, QFRET, recombinant enzyme | H-Glu-NHMec fluorogenic cleavage | AID 1822, 2009 | inhibition, % at 7.35 µM | hit rate 1.2% among 290,000 | M18 aspartyl aminopeptidase (Plasmodium falciparum 3D7);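 active means inhibition above the campaign mean inhibition over all tested compounds plus 3 SD, cut at about 28% in these data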;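 further: 0% = plate median of test compound wells and 100% = 2 mM ZnCl2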
p-CIP stab down – p/CIP-EGFP fusion destabilizers, primary screen, fluorescence, F442A cells; Q05BA5; 16 h; decrease of EGFP signal, % at 10 µM; hit rate 0.01% among 290,000;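 active means EGFP signal decrease of at least 30% at 10 µM or well 3 SD below plate mean, unless failing retest; inactive means the rest, including hits failing retest or dose response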; further: some compounds called inactive have numbers as strong as hits; many of its hits are not listed in these tables
* = called active by the depositor; / = no result given; & = joins results of further samples.

SMILES | SUMO HTRF inh | IMP-1 inh | IDE act | HCV NS3 hel inh | VIM-2 inh | IDE inh | FID counter | M18AAP inhibitor | p-CIP stab down
COc1cccc(C(=O)Nc2ncc3c(n2)CC(c2ccc(OC)cc2OC)CC3=O)c1 (stereo not given) | 6 | -4.0 | 2 | -6 | -2.9 | 0 | -27 | -3 | 8
CCOC(=O)c1cnc2ccccc2c1Nc1cc(C(=O)O)ccc1C | 5 | -1.5 | 5 | -5 | 0.0 | 2 | -13 | 3 | 7
CCSc1ccccc1C(=O)Nc1ccc2c(c1)OCO2 | 19 | -3.1 | -9 | -6 | 0.1 | 2 | -1 | -10 | -12
CC(C(=O)O)N1c2cccc3cccc(c23)S1(=O)=O (stereo not given) | 18 | 0.1 | 2 | 8 | -0.7 | / | -4 | 8 | 10
COCCN1C(=O)C(CC(=O)Nc2ccc(C(C)=O)cc2)SC1=Nc1ccccc1 (stereo not given) | 10 | -3.5 | 4&5 | -19 | -3.5 | 5 | -22 | 9 | 5
Cc1cc(CNC(=S)Nc2ccc(Br)cc2Cl)nn1C | 15 | -2.7 | 6 | -5 | -2.3 | -2 | -5 | 4 | -2
COc1cc(C#N)c(NC(=S)N2CCOCC2)cc1OC | 8 | -5.2 | / | 11 | -3.6 | 0 | -1 | 7 | -4
CCOc1ccccc1NC(=O)CCc1nnc2ccc(NCc3ccco3)nn12 | 8 | 0.9 | -1 | 8 | -3.7 | 0 | -41 | 21 | -6
O=C(NCCOc1ccccc1F)C1CCC(=O)N(CCc2cccc(F)c2)C1 (stereo not given) | 15 | -0.9 | 2 | 3 | -0.3 | 2 | -36 | -12 | -9
Cc1cc(C)n(-c2nc3c(c(=O)[nH]c(=O)n3C)n2Cc2cccc(Br)c2)n1 | 18 | -2.3 | 1 | -3 | -1.7 | 13 | -11 | 0 | -16
OC(CNC1CCCC1)COc1ccc(Cl)cc1 (stereo not given) | -2 | 0.5 | 3 | -6 | -0.8 | 0 | 1 | -2 | 7
COCCCNC(=O)c1ccccc1-c1cc(C)no1 | -7 | -2.1 | 0 | 2 | -2.8 | -2 | -3 | 0 | 7
COc1ccc(/C=N/NC(=O)c2sc3nc(C)cc(C)c3c2N)cc1 | 24 | 0.3 | 0 | 6 | 0.3 | 3 | -5 | 7 | -11
O=C(Cc1cccc2ccccc12)N/N=C/c1ccc(Sc2nc3ccccc3s2)o1 | -15 | -2.5 | 1 | -22 | -0.5 | -4 | -10 | 6 | -13
CCOc1cccc(NC(=O)/C(C#N)=C/c2cccnc2)c1 | -20 | -3.0 | 5 | -1 | -1.1 | -1 | -3 | 4 | 0
COc1ccc(C(=O)c2ccc(CC(=O)O)s2)cc1 | 14 | -1.8 | 3 | -8 | 0.0 | 4 | -3 | 0 | -2
COC(=O)CN(C)C(=O)c1cccc(OC2CCN(S(=O)(=O)N(C)C)CC2)c1 | -6 | 0.3 | 0 | 1 | -1.5 | -5 | -17 | 5 | -31
CCOc1ccc(C(=O)NCCCCNC(=O)c2ccc(OCC)cc2)cc1 | 15 | -0.7 | 5 | -9 | 0.1 | 5 | -25 | -1 | -1
CCOC(=O)CSC1=NN2CCS(=O)(=O)N=C2S1 | 21 | -5.2 | 2 | 7 | -2.2 | 2 | 2 | 1 | 10
CC(NC(=O)c1ccccc1C(=O)O)c1ccc(-n2ccnc2)cc1 (stereo not given) | 4 | 0.6 | 2 | 1 | 2.8 | -3 | -3 | -8 | 2

Arranged by the number under IMP-1 inh (ascending): 3 of the compounds above.
mol | IMP-1 inh
COc1cc(C#N)c(NC(=S)N2CCOCC2)cc1OC | -5.2
CC(C(=O)O)N1c2cccc3cccc(c23)S1(=O)=O (stereo not given) | 0.1
COc1ccc(/C=N/NC(=O)c2sc3nc(C)cc(C)c3c2N)cc1 | 0.3

The results go on:
SMILES | SUMO HTRF inh | IMP-1 inh | IDE act | HCV NS3 hel inh | VIM-2 inh | IDE inh | FID counter | M18AAP inhibitor | p-CIP stab down
CCOC(=O)c1c(C)n(-c2ccc(C)cc2)c2ccc(OCC(O)CNCC3CCCO3)cc12 (stereo not given) | 4 | -0.4 | -10 | -64 | -0.4 | 17* | 27 | -3 | -9
O=C(O)c1ccccc1OC(=O)C12CC3CC(CC(C3)C1)C2 | 26 | -2.1 | 4 | 0 | -0.7 | 2 | 7 | -1 | 0
CCOC(=O)N1CCN(C(=O)CN(c2cccc(C(F)(F)F)c2)S(C)(=O)=O)CC1 | 8 | -3.4 | 5 | 5 | -1.8 | 1 | -20 | -13 | 3
O=C(NCCCn1ccnc1)Nc1ccc(Cl)cc1 | -5 | -0.3 | 5 | -13 | -1.4 | -2 | 2 | -11 | 10
COCC(=O)NNS(=O)(=O)c1ccccc1[N+](=O)[O-] | -1 | -3.0 | 1 | 7 | -4.0 | 4 | -4 | -10 | 0
COc1ccc(CCN2C(=O)CC(N3CCOCC3)C2=O)cc1 (stereo not given) | -1 | -1.5 | -6 | -11 | -4.0 | -1 | -1 | -15 | 0
Cc1nn(C)c(C)c1NC(=O)CN1CCC(O)(c2ccc3c(c2)OCO3)CC1 | -3 | -5.3 | -1 | 7 | -2.0 | 2 | -4 | -2 | -3
Cc1nnc(SCC(=O)Nc2cc(C(N)=O)cc(C(N)=O)c2)n1-c1ccccc1 | 21 | -1.0 | 3 | -29 | -2.0 | -1 | -6 | 0 | -10
Cc1cc(C)c(S(=O)(=O)Nc2ccc(-c3cn4ccccc4n3)cc2)c(C)c1 | 25 | -3.6 | -6 | -10 | -5.3 | 5 | -8 | 3 | -3
NNC(=O)c1oc2nc(-c3cccs3)cc(-c3ccco3)c2c1N | 65 | -1.8 | -11 | -38 | 3.7 | 4 | -15 | -8 | -40
COc1cc(OC)c(N(C)S(=O)(=O)c2cccc(C(=O)OCC(=O)c3c[nH]c4ccccc34)c2)cc1Cl | -23 | -1.0 | 2 | 5 | -5.7 | 1 | -6 | -8 | -10
Cc1cc(C)nc(NC(N)=S)n1 | 15 | -4.6 | 2 | 1 | -2.7 | 1 | -3 | 3 | -3
CCN(c1ccccc1)C1(O)C(=O)c2ccccc2C1=O | -10 | -2.2 | -1 | 1 | -0.7 | 2 | -2 | 11 | -2
CC(=O)CCS(=O)(=O)c1ccc(NC(C)=O)cc1 | -4 | -5.2 | 1 | 3 | -0.5 | -2 | -2 | 4 | 7
O=C1NC(NS(=O)(=O)c2ccccc2)(C(F)(F)F)C(=O)N1c1cccc(Cl)c1 (stereo not given) | 9 | 1.3 | 3 | 11 | 0.3 | -9 | -4 | 2 | 1
CCCc1cc(=O)oc2cc(OCc3ccc(OC)cc3)c(Cl)cc12 | 13 | -2.8 | 4 | 2 | -1.6 | 0 | -1 | -9 | -6
Cc1nc2ccc(NC(=O)N3CCSCC3)cc2nc1C | 7 | -3.6 | -2 | 6 | 16* | 3 | -2 | -5 | 0
CC(C)(C)c1ccc(C(=O)N2CCCCCC2=O)cc1 | 15 | -0.7 | 0 | 1 | -2.5 | 3 | -6 | 1 | -5
CCOC(=O)/C=C/C(=O)N1CCN(C(=O)/C=C/C(=O)OCC)CC1 | 19 | -2.5 | 5 | -4 | -2.5 | 0 | -9 | -7 | -13
COc1ccc(C/C(N)=N/OC(=O)C(c2ccccc2)c2ccccc2)cc1OC | 28 | -2.0 | 5 | -17 | -3.8 | -5 | -27 | 2 | -16
C=C(C)CNC(=O)CCc1nnc(Cc2cccc(C(F)(F)F)c2)o1 | 15 | 1.2 | -1 | -2 | -1.6 | -1 | -8 | 0 | -8
Cn1cnnc1SCC(=O)Nc1ccc2nc(SCc3ccccc3F)sc2c1 | -16 | -4.4 | 0 | -6 | -3.6 | -4 | -24 | -7 | 0
CCCNC(=O)Nc1nc2ccccc2s1 | 12 | -2.1 | 5 | 5 | -4.2 | -2 | -3 | 0 | -8
O=C(CN1C(=O)C2CC=C(Cl)CC2C1=O)NCc1ccccc1 (stereo not given) | -1 | -4.4 | -6 | 4 | -3.5 | -2 | 9 | 8 | 6
CS(=O)(=O)N(CC(=O)Nc1ccccc1Sc1ccccc1)C1CCCCC1 | -2 | -3.2 | 0 | -2 | -2.4 | -1 | -11 | -2 | -20
Clc1ccc2[nH]c(-c3ccccc3)cc2c1 | 14 | -1.3 | -7 | 2 | -0.8 | 4 | 3 | -4 | -6
Cc1cc(Nc2ccccc2)n(C(=O)c2ccc(N)cc2)n1 | -9 | 1.9 | 1 | -15 | 0.3 | 1 | -15 | 5 | 10
CCCCc1nnc(NC(=O)Cn2cnc3ccccc3c2=O)s1 | 16 | -0.6 | 0 | 6 | -2.2 | -3 | -5 | -12 | -11
C(=C\c1nnc2c3ccccc3ncn12)/c1ccccc1 | -17 | -2.8 | 8 | -14 | -2.9 | -3 | -9 | -9 | -5
N#CC(=C=[N-])c1nc2ccccc2nc1-[n+]1cccc(NC(=O)c2ccccc2)c1 | 4&21 | -2.5&-1.7 | 4 | 2&-3 | -0.9&0.8 | 4&4 | 2&2 | -2&-16 | -10&2
O=c1c2ccccc2nc2n1C(CSc1ccc(Br)cc1)CN2 (stereo not given) | -30 | -0.9 | -13 | -1 | 0.3 | 4 | -9 | 2 | -5
CN1C(=O)C2(C(C#N)=C(N)Oc3c2oc(CO)cc3=O)c2ccccc21 (stereo not given) | 0 | -3.4 | 3 | -6 | -1.9 | -1 | -2 | -7 | -11
CC(NC(=O)c1cnccn1)c1ccc(S(N)(=O)=O)cc1 (stereo not given) | -2 | -0.1 | -5 | 3 | -0.2 | 9 | 1 | -15 | -6
Cc1cc(NC(=O)CSc2ccc(-c3ccc(Br)cc3)nn2)no1 | -12 | 0.1 | -3 | -8 | -3.0 | 0 | -14 | 6 | 0
CCN(CC)C(=O)c1ccc(Nc2nnc(C)c3ccccc23)cc1 | -13 | -1.0 | -2 | 0 | 0.3 | -3 | -25 | 1 | -10
CC(=O)NC1C(OCCOc2ccc(Cl)cc2C)OC(CO)C(O)C1O (stereo not given) | -2 | -2.2 | 0 | -2 | -1.4 | / | -4 | -4 | 2
O=C(Nc1nc(-c2ccccc2)cs1)C1CCCN(S(=O)(=O)c2ccccc2)C1 (stereo not given) | -37 | -2.5 | -12 | -19 | -0.9 | 5 | -16 | -6 | -27

Rows were taken by chance, and some 3.6% of all compounds hit somewhere here.
